mIDH1 inhibitor = blocks human mutant IDH1 R132H enzyme; actives 0.093% (n = 390,000); IDH1-R132H enzyme, NADPH consumption, diaphorase/resazurin fluorescence; Potency, µM (top dose mostly 76.6 µM), inactives show at the highest dose activity change, negative = inhibition, usual class: inhibitors; AID 602179; O75874; also: potency is read from the fitted curve at half-maximal effect; % is scaled to controls: 0 for no effect and ±100 for the full control effect; nearly all actives have a fitted effect of over 65% in size
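IDH1-R132H (0.5 ug/mL) preincubated 30 min with compound, then NADPH (0.016 mM) and alpha-KG (2 mM) added; 80 min at RT, pH 7.5. Remaining NADPH coupled via diaphorase/resazurin to fluorescence (540/590 nm); concentration-response curves normalized to no-enzyme control.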
Vif-APOBEC3G blk = blocks the Vif interaction with human APOBEC3G. Q9HC16. HeLa A3G-eYFP + Vif (tagged APOBEC3G with the HIV-1 protein that degrades it), YFP fluorescence, overnight. Potency, µM (top dose mostly 46.1 µM), for inactives: at the top dose activity, negative = active, actives largely listed as inhibitors. actives 0.076% (n = 410,000). AID 602310;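 also: potency is read from the fitted curve at half-maximal effect; % is scaled to controls: 0 for no effect and ±100 for the full control effect; nearly all actives have a fitted effect of over 60% in size; hits raise eYFP signal because A3G escapes Vif-driven loss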
Target sequence (Q9HC16 whole entry, looked up): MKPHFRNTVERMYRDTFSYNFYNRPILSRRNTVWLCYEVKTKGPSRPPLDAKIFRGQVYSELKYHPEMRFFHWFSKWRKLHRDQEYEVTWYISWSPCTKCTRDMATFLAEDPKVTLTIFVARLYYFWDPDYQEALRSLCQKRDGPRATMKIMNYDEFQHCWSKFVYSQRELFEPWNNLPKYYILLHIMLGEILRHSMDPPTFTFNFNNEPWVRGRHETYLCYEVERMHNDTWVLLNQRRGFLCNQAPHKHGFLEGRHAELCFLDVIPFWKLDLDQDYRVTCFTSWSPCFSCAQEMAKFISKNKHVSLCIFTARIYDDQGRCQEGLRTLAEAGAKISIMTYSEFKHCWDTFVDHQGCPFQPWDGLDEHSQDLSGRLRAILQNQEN
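HeLa cells stably expressing Vif and C-terminally eYFP-tagged A3G, seeded overnight at 37 deg C, then exposed to compound by pintool overnight at 37 deg C. Rise in yellow fluorescence (Ex 488/Em 500-530, Acumen) marks blocked Vif-driven A3G degradation.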
rTrxR1 inhibitor = inhibitors of rat thioredoxin reductase 1. recombinant rTrxR1, NADPH fluorescence consumption, selenite substrate. Potency, µM (doses to about 114 µM), without a hit: at the top dose activity change, negative = inhibition, hits mostly inhibitors. actives 1% (n = 390,000). AID 588453; also: potency is read from the fitted curve at half-maximal effect; % is scaled to controls: 0 for no effect and ±100 for the full control effect; nearly all actives have a fitted effect of over 65% in size
Target sequence (O89049 whole entry, looked up): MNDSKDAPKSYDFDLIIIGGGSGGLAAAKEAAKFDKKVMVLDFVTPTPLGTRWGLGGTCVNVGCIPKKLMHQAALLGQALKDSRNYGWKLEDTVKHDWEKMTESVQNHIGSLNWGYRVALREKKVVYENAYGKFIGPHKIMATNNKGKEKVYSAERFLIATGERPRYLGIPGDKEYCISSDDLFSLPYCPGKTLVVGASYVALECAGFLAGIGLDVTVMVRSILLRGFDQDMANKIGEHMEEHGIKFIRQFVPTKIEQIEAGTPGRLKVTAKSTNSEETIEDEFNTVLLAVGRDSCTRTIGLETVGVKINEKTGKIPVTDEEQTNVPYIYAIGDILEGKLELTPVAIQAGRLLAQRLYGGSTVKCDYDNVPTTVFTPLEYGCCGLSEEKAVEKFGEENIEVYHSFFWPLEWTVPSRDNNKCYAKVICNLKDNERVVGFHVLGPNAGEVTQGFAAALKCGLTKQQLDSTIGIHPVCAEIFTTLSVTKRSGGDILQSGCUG
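Rat TrxR1 (90 nM in the dispensed reagent) was pre-reduced with 400 uM NADPH for 5 min at room temperature, then incubated with compound for 15 min. After 400 uM selenite was added, NADPH fluorescence (Ex 340/Em 450 nm) was followed for 8 min.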
TrxR1 substrate = substrates of rat thioredoxin reductase 1; actives 0.01% (n = 390,000); O89049; AID 588456; Potency, µM (top dose mostly 114 µM), without a hit: top-dose activity change, negative = substrate turnover; purified TrxR1 substrate turnover, NADPH consumption readout; also: potency is read from the fitted curve at half-maximal effect; % is scaled to controls: 0 for no effect and ±100 for the full control effect; nearly all actives have a fitted effect of over 50% in size
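Rat TrxR1, dispensed at 90 nM, was prereduced with 400 uM NADPH (final) for 5 min at ~22 deg C, then incubated with compound 15 min before 400 uM selenite. A first-read NADPH fluorescence drop versus no-compound background flagged substrates.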
USP1 inh = inhibitors of human USP1/UAF1 deubiquitinase. Potency, µM (doses to about 57.1 µM), for the others: at the top dose activity change, negative = inhibition, actives largely listed as inhibitors. O94782. actives 0.23% (n = 390,000). recombinant USP1/UAF1, Ub-Rhodamine cleavage fluorescence; also: potency is read from the fitted curve at half-maximal effect; % is scaled to controls: 0 for no effect and ±100 for the full control effect; nearly all actives have a fitted effect of over 60% in size; inactives centre near -12
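1 nM enzyme complex + cpd, 15 min RT; start with Ub-Rho 150nM final; kinetic fluorescence ex 480/em 540, 6 reads q60 s. Buffer 50mM HEPES pH 7.8, 0.5mM EDTA, 0.1 mg/ml BSA, 1mM TCEP, 0.01% Tween-20.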
RGS4 inhibitor = inhibitors of human regulator of G protein signaling 4; P49798; Transcreener GDP fluorescence polarization, RGS4-accelerated GTP hydrolysis; Potency, µM (doses to about 114 µM), for the others: top-dose activity change, negative = inhibition, usual class: inhibitors; actives 0.039% (n = 390,000); AID 504845; also: potency is read from the fitted curve at half-maximal effect; % is scaled to controls: 0 for no effect and ±100 for the full control effect; nearly all actives have a fitted effect of over 75% in size; some results filed as inactive show a strong effect at the top dose
Target sequence (P49798 whole entry, looked up): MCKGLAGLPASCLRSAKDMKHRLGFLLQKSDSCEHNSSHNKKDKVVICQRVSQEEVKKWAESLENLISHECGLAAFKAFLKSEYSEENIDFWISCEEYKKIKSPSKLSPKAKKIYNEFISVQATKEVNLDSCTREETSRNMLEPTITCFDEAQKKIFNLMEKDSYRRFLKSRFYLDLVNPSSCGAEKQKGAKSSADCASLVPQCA
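MLSMR compounds (23 nl, pin-transferred) preincubated 10 min at room temperature with a 500nM (2x) first reagent, then RGS4 at 900nM (2x) plus Transcreener GDP mix added; fluorescence polarization (620/688 nm) read before and after 90 min at 30 °C.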
Vif-APOBEC3F blk = Vif-A3F binding inhibition. HeLa A3F-eYFP + Vif (tagged APOBEC3F with the HIV-1 protein that degrades it), YFP fluorescence increase. Potency, µM (doses to about 46.1 µM), for inactives: at the top dose activity, negative = active. actives 0.2% (n = 390,000); also: potency is read from the fitted curve at half-maximal effect; % of control where 0% means no effect; nearly all actives have a fitted effect of over 65% in size
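Fluorescence increase (Ex 488/Em 500-530) after overnight compound treatment at 37 deg C flags inhibition of Vif-driven A3F-eYFP loss in stable HeLa A3F-eYFP/Vif cells seeded overnight beforehand.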
LDHA inh = LDHA (human) enzyme inhibition; P00338; purified LDHA, NADH/diaphorase-resazurin fluorescence; active compounds read low; activity change, % (values are at about 110 or 230 µM); actives 0.15% (n = 480,000); AID 1347041; in the data active = activity change below about -30%; inconclusive = mostly about -25% to -30%;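 also: plate controls were DMSO wells for no effect and wells without enzyme for full effect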
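Human LDH5 (2 nM) was incubated with 0.06 mM NADH and 0.2 mM pyruvate for 5 min at room temperature in Tris pH 7.4. Remaining NADH was coupled through diaphorase/resazurin, and resorufin fluorescence was read at 0 and 20 min.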
GRP78 ERSR act = ER stress response induction in glioma; U87-MG GRP78 promoter luciferase reporter, 16 h; Potency, µM, for the others: at the top dose activation, usual class: activators; AID 602332; actives 0.02% (n = 420,000); also: potency is read from the fitted curve at half-maximal effect; series mostly up to about 76 µM; % of control where 0% means no effect; nearly all actives have a fitted effect of over 35% in size
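Stably transfected U87-MG glioma cells carrying a GRP78-based luciferase sensor; 16 h compound incubation. Luminescence end-point read 10 min after Bright-Glo addition at room temperature.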
* hit, by the source's call; ? = inconclusive; / = no result given; [ ] = remark or other dose. Unless noted, calls follow the shape of the dose curve; as a rule, active = well fitted curve in the direction sought with a large enough effect; inconclusive = small, poorly fitted or top-dose-only effect, or another doubt; inactive = no such curve, though single readings can be large; an effect the other way counts as inactive or inconclusive. Only part of the results is shown (hit frequency here may not be typical).

SMILES	mIDH1 inhibitor	Vif-APOBEC3G blk	rTrxR1 inhibitor	TrxR1 substrate	USP1 inh	RGS4 inhibitor	Vif-APOBEC3F blk	LDHA inh	GRP78 ERSR act
Cc1cc(=O)oc2cc(OCc3cc4c(cc3Cl)OCO4)ccc12	-3%	-9%	17%[57.1 µM]	16%[57.1 µM]	-11%	-13%	7%	-5	-1%
O=c1[nH]c2cccc(F)c2n2cccc12	4%	2%	15%[57.1 µM]	11%[57.1 µM]	4%	7%	5%	-4	-3%
CC1CCCCC1NC(=O)c1ccc(NS(=O)(=O)c2ccc3[nH]c(=O)[nH]c3c2)cc1 (stereo not given)	-7%	1%	-10%	-7%	-10%	-43%	-16%	-2	-3%
O=C(NCc1ccco1)c1ccc(Cl)cc1[N+](=O)[O-]	-6%	-3%	2%	-5%	-11%	-12%	0%	0	-1%
CCCCCCn1c(=O)n2n(c1=O)C[C@]1(OC(=O)NCc3ccc(OC)c(OC)c3)CN(S(=O)(=O)c3ccc(C)cc3)C[C@]1(O)C2	-3%	2%	/	/	-24%	/	-11%	1	0%
CCOC(=O)C1(Cc2cccc(OC)c2)CCCN(Cc2cnn(C)c2)C1 (stereo not given)	4%	1%	24%[57.1 µM]	-16%[57.1 µM]	-2%	-32%	0%	-6	2%
O=C(OCC(=O)N1CCCCCC1)c1ccc(Br)c(S(=O)(=O)N2CCOCC2)c1	2%	0%	-22%	-15%	3%	-14%	10%	-2	-3%
COc1ccc(-n2nnnc2SCC(=O)Nc2cccc(C)n2)cc1OC	13%	0%	4%	6%	-17%	9%	-5%	-1	-1%
CCCCCCCNC1=CC(=O)CC(c2ccco2)C1 (stereo not given)	2%	1%	-3%	4%	-15%	-31%	-2%	1	6%
Nc1ccc(N(CCO)CCO)cc1	25%	3%	-48%	10%[57.1 µM]	8.9µM*	?	-6%	22	-7%
COc1ccc(-c2nc(SCC(=O)Nc3cccc(C(C)=O)c3)n[nH]2)cc1	13%	0%	12%[57.1 µM]	5%[57.1 µM]	-15%	-2%	-15%	1	-1%
Cc1ccc(S(=O)(=O)N(C)C)cc1NC(=O)Nc1ccccc1	10%	0%	7%	-4%	-18%	-21%	0%	-3	5%
COc1ccccc1C(=O)NC(=O)CSc1nc(C)cs1	-3%	3%	3%	0%	-1%	16%	9%	-2	0%
CCS(=O)(=O)N1Cc2ccccc2CC1C(=O)Nc1nc(C)cs1 (stereo not given)	8%	0%	16%[57.1 µM]	4%	1%	-26%	-10%	-4	-1%
CCOc1ccccc1N1CCN(C(=O)Nc2ccc(F)c(Cl)c2)CC1	0%	1%	-6%	-6%	-8%	15%	-3%	-4	-4%
CCOC(=O)c1ccc(COC(=O)c2cc3ccccc3oc2=O)o1	9%	3%	13%[57.1 µM]	12%[57.1 µM]	-3%	-35%	-5%	-4	-1%
CCC/C(O)=C1\C(=O)CC(C)(C)CC1=NCCO	-1%	-1%	3%[57.1 µM]	2%[57.1 µM]	-18%	35%	2%	5	-1%
CC(=O)n1c2ccccc2c2nc3ccccc3nc21	0%	-41%	3%	-2%	-12%	14%	?	-4	7%
COc1ccc(-n2ncc(C(=O)NC3CC3)c2C2CCN(C(=O)OC(C)(C)C)CC2)cc1	0%	2%	-22%	-8%	-28%	-27%	2%	-2	-4%
COc1cc(NC(=O)CCC(=O)OCCCC(F)(F)C(F)(F)F)nc(OC)n1	6%	0%	-1%[57.1 µM]	-3%[57.1 µM]	-19%	28%	12%	-6	2%
COc1ccc(S(=O)(=O)n2nc(OC(=O)c3ccccc3)cc2N)cc1	-1%	2%	-16%[57.1 µM]	-4%[57.1 µM]	-5%	-15%	5%	-4	-5%
O=C(NCc1cccnc1)c1nnc(Cc2ccc(F)cc2)o1	8%	2%	13%	-1%	?	-1%	-5%	0	-3%
CCNC(=O)O/N=C(\C)c1sc(-c2ccccc2)nc1C	-1%	-10%	14%[57.1 µM]	-9%	-19%	-21%[11.4 µM]	3%	0	5%
CC(C)(C)OC(=O)N1Cc2ccccc2C[C@H]1C(=O)NCC(=O)Nc1ccc2c(c1)OCCO2	0%	-4%	11%	0%	-20%	24%	6%	-1	-8%
O=C(c1ccc2ccccc2c1)N1CCN(c2ccc([N+](=O)[O-])c(N3CCOCC3)c2)CC1	2%	-2%	11%[57.1 µM]	-6%[57.1 µM]	-9%	-24%	0%	1	0%
CCC(C)(NC(=O)c1cccc(N2C(=O)CSC2c2ccccc2)c1)C(=O)Nc1ccccc1C (stereo not given)	-2%	0%	-6%	-7%	-2%	44%	-8%	-11	-2%
Cc1ccc(Oc2nsnc2N2CCOCC2)cc1	7%	0%	-14%	-7%	-14%	8%	-1%	0	-4%
COc1ccc(CNC(=O)COC(=O)/C=C/c2cccc(Cl)c2)cc1	10%	-3%	6%[57.1 µM]	1%[57.1 µM]	-26%	-9%	7%	-5	-7%
O=C(COc1ccc(S(=O)(=O)N2CCCCC2)cc1)Nc1ccccc1F	5%	-1%	21%	3%	-19%	12%	-11%	-3	-7%
Cc1ccc(C2CC(C(F)(F)F)n3nc(C(=O)Nc4c(C)n(C)n(-c5ccccc5)c4=O)cc3N2)cc1 (stereo not given)	4%	0%	27%[57.1 µM]	-9%[57.1 µM]	-22%	-40%	7%	-4	-2%
COc1cccc(-c2nc(NCc3cccnc3)c3ccccc3n2)c1O	7%	-12%	-13%	-7%	?	-34%[56.9 µM]	?	11	1%
COc1ccc(C2C3=C(CCCC3=O)Nc3nc(C(F)(F)F)nn32)c(OC)c1OC (stereo not given)	3%	0%	9%	4%	-1%	9%	8%	-2	-5%
CC(=O)N1CCN(C2=Nc3cccc4cccc2c34)CC1	10%	0%	5%	6%	-23%	2%	-2%	11	5%
c1ccc(-c2cn(-c3ccccc3)c3ncnc(N4CCN(c5ccccc5)CC4)c23)cc1	11%	-6%	13%[57.1 µM]	4%[57.1 µM]	-11%	7%	-3%	4	-3%
CC(=O)Nc1ccc(/C=N/NC(=S)NC(C)C)cc1	10%	-2%	4%[57.1 µM]	-22%	-6%	-26%	4%	-3	-2%
Brc1c(-c2ccc3c(c2)OCO3)nc2ncccn12	0%	-1%	4%	1%	-30%	-12%	-6%	-1	3%
Cc1ccccc1-n1ncc2c(SCC(=O)NC3CCCC3)ncnc21	3%	-4%	26%[57.1 µM]	12%[57.1 µM]	-12%	-8%	-5%	-6	-3%
O=C(O)c1ccccc1Nc1ccc2nonc2c1[N+](=O)[O-]	0%	3%	-10%	-13%	-25%	-6%	1%	2	-5%
CC(C)=NN1C(=O)c2ccccc2NC1(C)C	8%	1%	20%[57.1 µM]	67%[activator][57.1 µM]	2%	5%	5%	-13	-4%
COc1ccc(C(=O)CC(CC(=O)c2ccc(OC)cc2)C(=O)O)cc1	2%	1%	10%[57.1 µM]	-7%[57.1 µM]	-27%	-10%	-4%	-5	-3%
c1ccc2c(C3OCC4(CCCCC4)CO3)cccc2c1	10%	-1%	/	/	-24%	/	7%	1	0%
Cc1ccc(C(C(=O)NC2CCCC2)N2CCCCC2)cc1 (stereo not given)	4%	3%	26%	1%	7%	24%	0%	-8	-4%
CCc1nn2c(=O)cc(COc3cccc(NC(=O)c4ccco4)c3)nc2s1	-9%	3%	?	-8%	-15%	-49%[56.9 µM]	-6%	0	-7%
CCOC(=O)/C(=N/Nc1ccccc1)c1csc(Nc2ccccc2)n1	3%	0%	16%	-2%	-22%	11%	-21%	-1	6%
Cc1[nH]nc(-c2ccc(O)cc2O)c1-c1ccc(Cl)cc1	-1%	-9%	-2%	-13%	-12%	24%	-20%	11	4%
COc1cccc(CNC(=O)COC(=O)CCCNC(=O)c2ccc(Cl)cc2)c1	0%	0%	12%	2%	-20%	9%	?	-3	-2%
Cc1csc(NC(=O)CSc2ccc(-c3ccc(F)cc3)nn2)n1	-1%	-7%	5%[57.1 µM]	5%[57.1 µM]	-13%	-14%	-5%	-8	-4%
O=c1[nH]c(=S)[nH]cc1S(=O)(=O)c1cccc(Cl)c1	-10%	2%	-8%	-12%	-14%	-21%	0%	-2	2%
COC(=O)CCSCC(=O)Nc1cc(C)on1	-2%	1%	35%[activator]	-3%[57.1 µM]	-8%	29%	?	0	-2%
CC(OC(=O)C1CC1C)C(=O)Nc1ccc(Cl)cn1 (stereo not given)	4%	-1%	9%	-1%	-1%	27%	-21%	-3	-1%
The list continues.
SMILES	mIDH1 inhibitor	Vif-APOBEC3G blk	rTrxR1 inhibitor	TrxR1 substrate	USP1 inh	RGS4 inhibitor	Vif-APOBEC3F blk	LDHA inh	GRP78 ERSR act
O=C(COC(=O)CCc1c[nH]c2ccccc12)Nc1ccc([N+](=O)[O-])cc1	2%	-2%	-7%	-6%	-16%	-49%	-13%	-6	-5%
Cc1ccc(C(=O)/C=C2/NC(=O)CS2)cc1	3%	-9%	-8%	-12%	-22%	13%	0%	4	6%
O=S(=O)(Nc1cccnc1)c1cccc(Cl)c1	9%	1%	5%	9%	-5%	0%	-3%	-13	-4%
COc1ccccc1CCC(=O)Nc1ncc(C)s1	13%	-31%	12%	8%	-22%	24%	-9%	-4	4%

Screens from PubChem BioAssay.
